Furin inh – human furin inhibition; P09958; purified furin, fluorogenic substrate cleavage; inhibition, % at 30 µM; 0.061% of 220,000 active; AID 463115; in the data active means inhibition above about 25%; further: inactives centre near -15
Target sequence (P09958 108-714 limits assumed): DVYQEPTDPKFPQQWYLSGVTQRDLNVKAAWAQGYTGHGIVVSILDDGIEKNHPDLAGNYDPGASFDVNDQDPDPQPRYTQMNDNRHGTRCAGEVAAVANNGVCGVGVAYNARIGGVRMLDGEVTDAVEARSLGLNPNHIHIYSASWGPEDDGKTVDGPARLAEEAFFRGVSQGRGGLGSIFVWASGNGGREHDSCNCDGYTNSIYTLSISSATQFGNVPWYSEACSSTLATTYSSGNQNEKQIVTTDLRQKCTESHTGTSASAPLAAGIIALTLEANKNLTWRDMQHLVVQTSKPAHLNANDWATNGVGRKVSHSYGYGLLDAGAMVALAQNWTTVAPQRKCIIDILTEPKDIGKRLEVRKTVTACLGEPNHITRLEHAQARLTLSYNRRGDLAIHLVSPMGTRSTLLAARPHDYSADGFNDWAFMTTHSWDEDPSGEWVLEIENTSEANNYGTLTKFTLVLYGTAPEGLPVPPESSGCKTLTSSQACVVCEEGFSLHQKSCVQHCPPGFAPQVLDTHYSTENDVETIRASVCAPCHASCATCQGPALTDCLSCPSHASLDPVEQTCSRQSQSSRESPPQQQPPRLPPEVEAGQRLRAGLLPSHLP
Tb hexokinase – T. brucei hexokinase 1 inhibition; recombinant TbHK1, G6PDH-coupled NADH A340; inhibition, % at 10 µM; 0.11% of 220,000 active;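 active means inhibition of 50% or more in the single-dose primary screen; inactive means inhibition below 50%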
TRPML3 agonist – activates the human TRPML3 channel; activation, % at 3 µM; HEK293 TRPML3-YFP, Fluo-8 calcium fluorescence; 100% = the carbachol control signal; 0.29% of 220,000 active; Q8TDD5; AID 1448;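 active means activation above its plate's cutoff, the mean activation of the plate's test wells plus 3 SD, cut at about 12% in these data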;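 further: 0% = DMSO only wells and 100% = carbachol wells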
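system = HEK293 cells stably carrying human TRPML3-YFP | doses = one concentration, 3 µM nominal, 0.3% DMSO | timing = dye loading 1 h 37 °C then 30 min ambient, 125 s read | detection = Fluo-8 calcium dye fluorescence, ex 470-495, em 515-575 nm | benchmarks = high control carbachol 87 µM, low control DMSO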
PPC-1+TRAIL kill – PPC-1 cancer cell killing with TRAIL present | cell killing (% activity), % at 4 µM | 0.41% of 220,000 active | PPC-1 cells + TRAIL, ATPLite viability luminescence | AID 1443;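 active means cell killing above 50% in the first pass at 4 µM, then a duplicate retest at 5 µM averaging 50% or more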;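 further: plate controls were cells with TRAIL plus DMSO for no effect and medium-only wells lacking cells for full effect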
zfTRPN1 agonist – agonists of zebrafish TRPN1 channel | HEK293 zebrafish TRPN1-YFP, Fluo-8 calcium fluorescence; 100% = response to 87 µM carbachol | activation, % at 3 µM | 0.18% of 220,000 active | AID 1424;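 active means activation above its plate's cutoff, the mean activation of test wells on that plate plus 3 SD, cut at about 19% in these data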;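 further: 0% = DMSO alone and 100% = 87 µM carbachol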
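System: zebrafish TRPN1-YFP in HEK293 cells / Dosing: 3 µM single point / Timing: dye loading 1 h at 37 °C, then 30 min room temperature / Signal: Fluo-8 calcium fluorescence, excitation 470-495 nm, emission 515-575 nm / Read-out basis: percent activation from peak over basal fluorescence ratio, control-normalized / Control set: high carbachol 87 µM, low DMSO alone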
KCC2 mod – modulators of human KCC2 chloride dependent transport | Q9H2X9 | KCC2 cells, thallium flux FluoZin-2 fluorescence | B-score of Tl+ flux slope (higher = more flux/activation; lower = inhibition) at 10 µM | 2.2% of 190,000 active;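 active means thallium flux slope and its plate-corrected score both differing from the plate sample mean at a set confidence after two filtering rounds, in either direction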;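 further: slope of fluorescence scaled to starting intensity during 10 to 20 s after thallium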
Thrombin inh – thrombin (human) inhibition; P00734; alpha-thrombin, Boc-VPR-AMC fluorogenic substrate cleavage; inhibition, % at 5 µM; 0.26% of 220,000 active; AID 1046;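 active means inhibition at or above 40%; inactive means inhibition below 40%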;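 further: 0% = enzyme with no compound and 100% = wells without enzyme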
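Material: human alpha-thrombin protein; Also added: Boc-VPR-AMC substrate, 15 µM final; Timing: enzyme reaction carried out at room temperature; Signal: fluorescence, ex 355 nm, em 460 nm; Measure: % inhibition of thrombin; Controls: enzyme without compound as high, wells lacking enzyme as low.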
EBV gp42 inh – EBV gp42 inhibition; Q1HVG2; Fluorescence polarization binding assay, mP read-out; inhibition, % (tested at 21.74 µM); 0.42% of 220,000 active; in the data active means inhibition above about 50%
Target sequence (Q1HVG2 whole entry, looked up): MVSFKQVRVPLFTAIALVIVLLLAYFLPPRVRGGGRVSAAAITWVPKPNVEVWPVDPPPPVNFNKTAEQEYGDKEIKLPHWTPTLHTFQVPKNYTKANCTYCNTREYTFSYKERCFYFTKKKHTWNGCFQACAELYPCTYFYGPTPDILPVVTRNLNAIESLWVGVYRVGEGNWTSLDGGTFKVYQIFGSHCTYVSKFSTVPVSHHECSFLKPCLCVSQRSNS
Calpain2 inh – blocks pig calpain II enzyme activity; purified calpain II, fluorogenic peptide substrate, 30 min; inhibition, % at 16 µM; 0.37% of 220,000 active; AID 1236;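 active means inhibition above about 50%, limit read from the data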
The depositor's hits bear a star; . = not tested or not shown; [ ] = remark or other dose.

SMILES	Furin inh	Tb hexokinase	TRPML3 agonist	PPC-1+TRAIL kill	zfTRPN1 agonist	KCC2 mod	Thrombin inh	EBV gp42 inh	Calpain2 inh
Cc1cnn(CCC(=O)NNC(=S)Nc2cccc(Cl)c2)c1	-24.0[20 µM]	0.3	1.3	7.7	-1.3	0.889	-0.1	-14.0	16.7
O=C(Nc1cccc2cccc(NC(=O)c3ccco3)c12)c1ccco1	-11.0[20 µM]	-1.6	-0.6	14.6	-0.7	-1.25	1.3	-18.7	-47.8
CCOC(=O)C1=C(C)NC2=C(C(=O)CCC2)C1c1ccc(O)c(OCC)c1 (centres undefined)	-7.7	-8.3	0.3	13.8	3.2	0.165	6.5	0.1	19.6
COC(=O)c1cc(Br)c(=O)n(-c2ccc(F)cc2)c1	-9.1[20 µM]	-11.1	0.7	21.3	-0.3	.	4.0	-2.5	12.8
Cc1ccnc(NC(=O)c2ccc(N3C(=O)CCC3=O)cc2)c1	-17.8[20 µM]	-1.3	-0.9	16.0	-0.7	0.0297	-1.0	-13.2	5.7
O=S(=O)(CCN1CCN(c2ccccn2)CC1)c1ccc(F)cc1	-8.9	-11.2	-0.1	22.9	0.3	0.0778	1.5	-9.3	-12.6
O=[N+]([O-])c1cc(-c2cnc3ccccc3n2)ccc1Oc1ccc(F)cc1	-0.7[20 µM]	2.0	-0.3	1.0	1.1	0.605	-2.4	6.0	7.6
COc1ccc(S(=O)(=O)N2CCCC2C(=O)Nc2ccc(O)cc2)cc1 (centres undefined)	-22.9	4.1	-0.3	-2.0	0.7	-0.141	-3.4	-4.2	-0.3
N#C/C(=C\c1ccc(O)c(O)c1)C(=O)NCCCc1ccccc1	-2.8	22.6	0.4	22.7	-1.0	-1.1	0.5	-12.2	13.8
Cc1ccc(Sc2cc(Cl)nc(N)n2)cc1	-12.2[20 µM]	-8.2	0.1	-27.8	-1.6	.	23.2	-3.2	5.3
COc1ccc(-c2nc(C#N)c(NCc3ccc(F)cc3)o2)cc1OC	-17.5	0.0	-1.2	20.4	-1.0	.	-4.1	-4.5	-336.9
COc1ccc(CCNC(=O)CSc2ccc(-c3cccs3)nn2)cc1	-19.0	-11.4	0.4	3.4	-1.2	-3.17	3.4	3.9	-18.5
CC(C)(C)c1nnc(SCC(=O)c2ccccc2)n(N)c1=O	-12.3	-10.3	0.8	14.0	1.0	0.179	-2.1	-1.9	14.7
CC(C)=C(NC(=O)c1ccccc1)C(=O)Nc1cccc(C(=O)O)c1	-25.2	2.6	0.4	15.6	1.6	0.893	-8.5	-1.4	-27.6
Cc1ccc(S(=O)(=O)CCC(=O)OCc2ccc(Cl)cc2)cc1	-5.5	34.7	-0.6	13.8	-2.3	-0.0805	18.0	0.3	24.3

For reference, part of the list above:
SMILES	Furin inh	Tb hexokinase	TRPML3 agonist	PPC-1+TRAIL kill	zfTRPN1 agonist	KCC2 mod	Thrombin inh	EBV gp42 inh	Calpain2 inh
Cc1ccnc(NC(=O)c2ccc(N3C(=O)CCC3=O)cc2)c1	-17.8[20 µM]	-1.3	-0.9	16.0	-0.7	0.0297	-1.0	-13.2	5.7
O=S(=O)(CCN1CCN(c2ccccn2)CC1)c1ccc(F)cc1	-8.9	-11.2	-0.1	22.9	0.3	0.0778	1.5	-9.3	-12.6
O=[N+]([O-])c1cc(-c2cnc3ccccc3n2)ccc1Oc1ccc(F)cc1	-0.7[20 µM]	2.0	-0.3	1.0	1.1	0.605	-2.4	6.0	7.6
COc1ccc(S(=O)(=O)N2CCCC2C(=O)Nc2ccc(O)cc2)cc1 (centres undefined)	-22.9	4.1	-0.3	-2.0	0.7	-0.141	-3.4	-4.2	-0.3
N#C/C(=C\c1ccc(O)c(O)c1)C(=O)NCCCc1ccccc1	-2.8	22.6	0.4	22.7	-1.0	-1.1	0.5	-12.2	13.8
Cc1ccc(Sc2cc(Cl)nc(N)n2)cc1	-12.2[20 µM]	-8.2	0.1	-27.8	-1.6	.	23.2	-3.2	5.3
COc1ccc(-c2nc(C#N)c(NCc3ccc(F)cc3)o2)cc1OC	-17.5	0.0	-1.2	20.4	-1.0	.	-4.1	-4.5	-336.9
COc1ccc(CCNC(=O)CSc2ccc(-c3cccs3)nn2)cc1	-19.0	-11.4	0.4	3.4	-1.2	-3.17	3.4	3.9	-18.5
CC(C)(C)c1nnc(SCC(=O)c2ccccc2)n(N)c1=O	-12.3	-10.3	0.8	14.0	1.0	0.179	-2.1	-1.9	14.7
CC(C)=C(NC(=O)c1ccccc1)C(=O)Nc1cccc(C(=O)O)c1	-25.2	2.6	0.4	15.6	1.6	0.893	-8.5	-1.4	-27.6
Cc1ccc(S(=O)(=O)CCC(=O)OCc2ccc(Cl)cc2)cc1	-5.5	34.7	-0.6	13.8	-2.3	-0.0805	18.0	0.3	24.3

Other structures.
SMILES	Furin inh	Tb hexokinase	TRPML3 agonist	PPC-1+TRAIL kill	zfTRPN1 agonist	KCC2 mod	Thrombin inh	EBV gp42 inh	Calpain2 inh
COc1ccc(S(=O)(=O)N/N=c2\oc3c(OC)cccc3cc2S(=O)(=O)c2ccc(C)cc2)cc1OC	-27.1	-9.0	0.4	-2.3	-0.6	-0.963	1.7	-7.8	-37.8
COc1ccc(/C=C2/SC(c3ccc(C)cc3)=NC2=O)cc1OC	-13.3	-14.1	1.1	1.1	4.2	.	-2.1	12.7	-28.7
CN1C(=O)NC(c2ccc(O)cc2)C2=C1CN(c1cccc3ccccc13)C2=O (centres undefined)	-23.3	3.8	-0.2	16.1	0.1	1.05	-10.1	-5.5	-5.2
O=C(CCCN1C(=O)/C(=C/c2cccc(Br)c2)SC1=S)Nc1cccnc1	-32.6	-14.3	0.8	8.8	0.5	-1.15	3.7	-3.0	-8.6
COc1ccc(C2Nc3cc(OC)ccc3-n3cccc32)cc1 (centres undefined)	-7.3	-15.8	-1.5	20.5	-3.2	0.242	-5.9	-6.0	-208.1
CCO[C@H]1OC(C(N)=O)=C[C@@H](c2coc3ccccc3c2=O)[C@@H]1CCCO	-26.3	-5.0	0.9	20.3	1.9	0.941	-4.2	-9.5	16.3
Cn1cnc2nc3n(c2c1=O)CCC3	-10.3[20 µM]	-2.2	1.0	31.1	0.1	-0.258	2.6	-18.6	-6.3
O=C(CSc1nnc(-c2ccccc2)n1C1CCCCC1)Nc1ccc(S(=O)(=O)Nc2ccccn2)cc1	-34.5[20 µM]	-6.0	0.2	14.9	0.1	4.68	0.2	-11.2	-59.5
O=C(Cn1c(=O)n(-c2ccc(F)cc2)c(=O)c2sccc21)c1ccccc1	-15.3	8.6	0.9	9.3	1.5	-1.4	-8.4	-1.3	-2.0
CC1(NC(=O)C2CCCCC2)CCS(=O)(=O)C1 (centres undefined)	-11.9	6.2	0.8	-2.1	0.1	0.0883	-2.9	-5.6	19.0
Cc1cc(C(=O)CN2C(=O)C(=O)N(Cc3ccccc3)C2=O)c(C)n1-c1ccc2c(c1)OCCO2	-25.6	-6.2	1.3	18.3	0.3	-0.552	-13.9	-14.8	-104.7
C=CCN1C(=O)C(Cc2ccc(OC)cc2)S/C1=N/N=C/c1ccco1 (centres undefined)	-3.5[20 µM]	-3.8	-0.7	9.2	-1.0	-0.562	1.5	5.4	-6.0
COc1ccc(NC(=O)CCCC(=O)OCC(F)(F)C(F)F)cc1	-19.6	0.8	-0.6	-0.3	0.7	.	.	.	.
COc1ccccc1CNC(=O)C1CCN(Cc2nc(-c3cccc(Cl)c3)oc2C)CC1	-18.7	-0.2	-0.4	10.7	-0.6	-1.19	-8.8	9.2	-42.6
COC(=O)C(NC(C)=O)(Nc1nc2ccc(C)cc2s1)C(F)(F)F (centres undefined)	-10.1[20 µM]	4.9	-0.6	-1.9	-1.7	-0.108	-2.4	-3.8	-15.3
CS(=O)(=O)N(CC(=O)O)c1ccc(Oc2ccccc2)cc1	-13.9[20 µM]	0.6	1.0	17.8	1.1	.	-4.7	2.9	30.1
COc1ccccc1NC(=S)N1CCOCC1	-35.6	-3.3	1.1	12.3	1.7	0.916	0.6	-10.6	-5.7
COc1cc(CNCCCO)ccc1OCC(=O)NC(C)(C)C	-16.7	6.6	1.2	-2.2	1.1	.	1.7	-11.8	16.8
CCOc1ccc(Nc2ncnc3c2cnn3Cc2ccccc2)cc1	-4.6[20 µM]	-13.8	-1.1	16.9	-0.7	-0.6	-4.8	-20.6	13.6
COC(C[C@H]1O[C@H]1C(=O)COCc1ccccc1)OC	-22.1	-8.5	.	1.4	.	0.58	-6.8	0.3	-14.2
O=[N+]([O-])c1ccc(CCNc2cccc3ccccc23)c([N+](=O)[O-])c1	0.6	-8.3	0.4	6.6	-0.6	0.12	-0.9	-23.8	-25.3
CNC(=O)COC(=O)CCC(=O)c1ccc(Cl)cc1	-18.2	-0.3	1.1	-10.4	0.6	1.27	15.4	-12.8	-13.6
CC(C)(C)NS(=O)(=O)c1ccc(/C=C/C(=O)O)cc1	-23.0	-4.5	0.7	16.8	-0.7	.	-0.8	-4.5	-9.5
COCCCNC(CC(=O)Nc1ccc(OC)cc1OC)C(=O)O (centres undefined)	-20.4[20 µM]	-5.5	0.9	18.6	-0.7	-0.218	1.1	-20.8	-7.7
O=c1nc(N/N=C/c2ccccn2)cn[nH]1	-20.1	-23.3	0.3	0.2	1.3	0.739	5.0	-30.1	-8.1
COc1nc2ccccc2nc1CCC(=O)O	-23.8	-8.1	0.4	.	0.5	.	-5.0	-8.7	-98.5
N#CNc1nc(O)cc(=O)[nH]1	-23.3	-10.0	0.6	14.1	1.0	0.85	2.0	-17.9	-21.7
O=C(CCn1c(=S)oc2ccccc21)NC1CCCCCC1	-23.7	-6.0	-0.1	-3.4	0.9	-0.315	1.3	-12.7	-0.8
C=CCNC(=S)NCCCCC1NC(=S)N(CC=C)C1=O (centres undefined)	3.6	-2.6	0.0	19.6	-0.4	-0.000485	0.6	-10.8	23.3
O=S(=O)(Nc1ccccc1)c1ccc(Oc2ncc(C(F)(F)F)cc2Cl)cc1	-5.5[20 µM]	0.9	4.0	7.1	7.3	.	-6.9	7.5	8.9
CCCOC(=O)C1=C(C)NC2=C(C(=O)CCC2)C1c1cccs1 (centres undefined)	-20.0	-7.7	-1.0	-9.4	-2.7	-1.46	0.7	-5.1	-26.7
CCOC(=O)c1[nH]c(C)c(C(=O)O)c1C	-17.3[20 µM]	-3.7	0.9	8.9	0.3	-1.09	-4.9	-4.2	-52.2
CCC(NC(=O)Nc1ccc(O)cc1)(C(F)(F)F)C(F)(F)F	-1.9	0.0	0.7	11.4	0.1	.	-13.2	-14.7	-2.4
O=C(CCC(=O)OCC(=O)c1ccccc1)Nc1cccc(Cl)c1	-34.3	0.4	1.2	-7.1	0.9	0.0489	3.7	-4.0	-16.0
O=C(CCS(=O)(=O)c1ccccc1)Nc1cccc2c1C(=O)NC2=O	-23.8	-4.6	1.5	-2.9	0.4	-0.54	-1.8	-9.5	-23.3
COc1ccc(NS(=O)(=O)c2cc(NC(=O)c3ccncc3)ccc2N2CCOCC2)cc1	-15.5	-6.9	0.3	3.7	0.9	0.0331	-3.9	4.6	-8.2
CN1CCN(C(=O)c2ccc3c(c2)S(=O)(=O)c2ccccc2C3=O)CC1	-21.3	-3.4	0.7	33.2	-0.2	0.00445	-8.1	-11.5	6.0

Source: PubChem

Compounds were not picked by outcome (roughly 3.6% active in at least one column).
